FXIa inh – human FXIa protease inhibitors, primary screen, biochemical, 1536-well | Coagulation factor XI (Homo sapiens), P03951 | AID 798, 2007 | purified FXIa, Boc-Glu-Ala-Arg-AMC fluorogenic substrate | 0.14% of 220,000 active | inhibition, % at 5 µM;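 active means inhibition of at least 40%; inactive means inhibition below 40%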;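 further: fluorescence of freed AMC excited at 355 nm; 0% = enzyme without compound and 100% = no enzyme blank; many of its hits are not listed in these tables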
Target sequence (P03951 19-387 limits assumed): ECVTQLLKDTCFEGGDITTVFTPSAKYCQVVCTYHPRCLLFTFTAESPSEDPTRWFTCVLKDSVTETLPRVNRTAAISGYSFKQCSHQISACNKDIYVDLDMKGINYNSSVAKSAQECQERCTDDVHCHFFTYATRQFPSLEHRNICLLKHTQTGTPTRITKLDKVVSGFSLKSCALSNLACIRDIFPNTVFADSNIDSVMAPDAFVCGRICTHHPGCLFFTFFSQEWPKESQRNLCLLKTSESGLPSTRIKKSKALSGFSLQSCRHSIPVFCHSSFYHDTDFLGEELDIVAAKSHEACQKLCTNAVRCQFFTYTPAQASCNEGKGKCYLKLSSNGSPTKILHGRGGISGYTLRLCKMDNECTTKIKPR
Target sequence (P03951 388-625 limits assumed): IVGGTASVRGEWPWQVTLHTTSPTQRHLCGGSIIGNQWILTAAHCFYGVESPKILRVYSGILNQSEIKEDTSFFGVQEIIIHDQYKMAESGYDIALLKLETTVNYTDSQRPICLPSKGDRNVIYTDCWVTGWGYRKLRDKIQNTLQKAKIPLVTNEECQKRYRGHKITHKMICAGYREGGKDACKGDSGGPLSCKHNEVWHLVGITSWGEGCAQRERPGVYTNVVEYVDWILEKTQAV
hK5 inh – human KLK5 protease inhibitors, primary screen, biochemical, 1536-well; inhibition, % at 5 µM; recombinant hK5, fluorogenic AMC substrate cleavage; Kallikrein-5 (Homo sapiens), Q9Y337; 0.59% of 210,000 active;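 active means inhibition of 40% or more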;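 further: 0% = enzyme controls without compound and 100% = no-enzyme blanks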
Target sequence (Q9Y337 67-293 limits assumed): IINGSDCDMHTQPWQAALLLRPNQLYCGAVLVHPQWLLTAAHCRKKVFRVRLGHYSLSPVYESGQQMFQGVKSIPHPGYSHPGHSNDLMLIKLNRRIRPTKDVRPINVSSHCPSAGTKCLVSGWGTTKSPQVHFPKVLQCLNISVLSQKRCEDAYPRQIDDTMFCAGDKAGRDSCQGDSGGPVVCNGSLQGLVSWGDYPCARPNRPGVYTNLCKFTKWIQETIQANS
p97 inhibitor – inhibitors of human p97 ATPase, primary screen, biochemical | 0.42% of 220,000 active | inhibition, % at 8 µM | Transitional endoplasmic reticulum ATPase (Homo sapiens), P55072 | recombinant p97 ATPase, Kinase-Glo ATP luminescence, 3 h | AID 1481, 2009; in the data active means inhibition above about 15%;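 further: 0% = DMSO vehicle and 100% = wells lacking enzyme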
KCC2 mod – KCC2 cotransporter modulators, thallium flux, primary screen, cell-based, HEK293 KCC2, FluoZin-2 fluorescence, MLSMR; B-score of Tl+ flux slope (higher = more flux/activation; lower = inhibition) at 10 µM; KCC2 cells, thallium flux FluoZin-2 fluorescence; Solute carrier family 12 member 5 (Homo sapiens), Q9H2X9; 2.2% of 190,000 active;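 active means thallium flux slope and its plate-corrected score both differing from the plate sample mean at a set confidence after two filtering rounds, in either direction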;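 further: slope of fluorescence scaled to starting intensity during 10 to 20 s after thallium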
Wee1 degr inh – Wee1 degradation inhibitors, primary screen, cell-based, HeLa, Wee1K328M-luciferase, luminescence; HeLa Luc-Wee1K328M stability; 100% = proteasome inhibitor MG132 effect; reporter increase, % at 5 µM; 1.2% of 220,000 active;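 active means activation above the mean of all tested compounds plus 3 SD, set per screening run, cut at about 8.8% in these data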;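 further: cells exposed to compound for 20 h before luminescence read; 0% = DMSO alone and 100% = MG132 at 30 µM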
thrombin 1536 – human alpha-thrombin inhibitors, primary screen, counter-screen for coagulation protease inhibitor project, biochemical, 1536-well, fluorogenic AMC substrate; Boc-VPR-AMC fluorogenic substrate cleavage; inhibition, % at 5 µM; 0.26% of 220,000 active; AID 1046, 2008;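 active means inhibition at or above 40%; inactive means inhibition below 40%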;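 further: 0% = enzyme with no compound and 100% = wells without enzyme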
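Material: Human alpha-thrombin protein | Buffer or medium: pH 7.5 Tris-saline with Tween 20 | Reagent: Boc-VPR-AMC substrate, 15 µM final | Schedule: Reaction at ambient temperature | Detection: AMC fluorescence at 355 nm excitation and 460 nm emission | Evaluation: Percent inhibition scaled between no-compound controls and no-enzyme blanks | Controls: no-compound enzyme wells and no-enzyme blanks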
FXIIa inh 1536 – human FXIIa protease inhibitors, primary screen, biochemical, 1536-well; inhibition, % at 5 µM; 0.3% of 220,000 active; purified FXIIa, Boc-QGR-AMC fluorogenic substrate, 2 h; AID 800, 2007; in the data active means inhibition above about 40%;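 further: 0% = enzyme with no compound and 100% = blank without enzyme; many of its hits are not listed in these tables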
Furin inhibitor – human furin inhibitors, primary screen, biochemical, fluorescence intensity. P09958. purified furin, fluorogenic substrate cleavage. inhibition, % at 30 µM. 0.061% of 220,000 active; in the data active means inhibition above about 25%; further: inactives centre near -15
PERK inh – block of dimerizer-induced PERK translation repression, primary screen, PERK inhibitor project, CHO PERK-DD cells, SEAP luminescence, HTS; CHO PERK-DD fusion, SEAP luminescence translation reporter; inhibition, % at 5.6 µM; 0.17% of 220,000 active;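 active means inhibition above the mean inhibition of all tested compounds plus 3 SD, set separately per screening campaign, cut at about 2.9% in these data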;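 further: PERK kinase domain activated by AP20187 dimerizer at 100 nM; 0% = DMSO with dimerizer and 100% = rapamycin at 8.4 µM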
* hit, by the source's call; . = no result given; [ ] = dose if it differs, or a comment.

Values in the order – Wee1 degr inh	Furin inhibitor	FXIa inh	hK5 inh	thrombin 1536	PERK inh	KCC2 mod	FXIIa inh 1536	p97 inhibitor
> COC(=O)c1[nH]c2ccc(Cl)cc2c1NC(=O)CCN1CCOCC1
→ -1	-4	-9	-7	-6	1.4	-0.43	-2	9
> Nc1nc(CSc2nnnn2-c2ccc(F)c(Cl)c2)nc(N2CCOCC2)n1
→ 0	-13	.	.	.	1.1	.	.	8
> CCOc1ccc(NC(=O)C2CC(C)=C(C)CC2C(=O)O)cc1 (centres undefined)
→ 2	-10[20 µM]	1	-21	1	0.4	0.63	12	-1
> Cc1c(C#N)c2ncnc(N)c2n1-c1ccccc1
→ -3	-17	-2	1	3	-0.4	-2.1	5	5
> COc1ccc(-c2nc(SCC(=O)N3CCOCC3)n[nH]2)cc1
→ 1	-3[20 µM]	2	5	0	0.5	1.6	15	1
> CCOc1ccc2nc(NC(=O)c3cnc(C)cn3)sc2c1
→ 1	-8[20 µM]	-14	-42	1	0.4	1.5	6	1
> CN1C(=O)N(C)C2C1N(CN1CCCCC1)C(=O)N2CN1CCCCC1 (centres undefined)
→ 3	-26	2	25	-1	0.6	.	15	3
> Cc1nc(NC(=O)c2ccccc2[N+](=O)[O-])sc1C(=O)N(C)C
→ -1	-13	11	-8	0	0.4	0.79	15	6
> COc1ccc(-c2cc(C(=O)N3CCOCC3)no2)cc1OC
→ 1	-17	2	-17	0	1.9	0.55	16	1
> Cc1ccc(S(=O)(=O)N2CC=C(C(=O)NCCC(C)C)CC2)cc1
→ 2	-16	0	0	-1	0.6	0.64	6	0
> CC(C)c1ccccc1NC(=S)NCCCn1ccnc1
→ 2	-31	-2	1	3	0.7	-0.031	6	4
> COc1ccccc1NC(=S)N(CCN1CCOCC1)Cc1ccccc1F
→ -3	-16	-3	0	-11	-0.3	-0.65	5	-4
> O=C(c1ccc(COCC(F)(F)F)o1)N1CCCC1
→ -2	-7	-2	-5	1	-0.2	0.99	9	4
> O=C(N/N=C/c1cn(-c2ccccc2)nc1-c1ccc2c(c1)OCCO2)c1ccncc1
→ 2	-35	-2	-2	0	0.9	0.88	2	5
> COc1cc(/C=N/N2CCOCC2)ccc1OCc1ccccc1
→ 1	-23	0	-8	-3	0.8	-1.4	-6	7
> Cc1cc(-c2nnco2)c(C)n1-c1ccc(F)cc1
→ -3	-14	-13	-29	4	0.5	-1.2	-3	-6
> O=C(O)c1ccc(-c2ccc(O)c(F)c2)cc1
→ 0	-30	-2	-7	-4	2.0	0.99	8	4
> CCOC(=O)c1ccc2nc(C)c(CCC(C)=O)c(Cl)c2c1
→ 3	-1[20 µM]	4	7	-2	-1.5	0.3	12	-8
> COc1ccccc1CN1CC(C(=O)N2CCN(c3ccc(F)cc3)CC2)CC1=O (centres undefined)
→ 4	-15[20 µM]	-6	7	-3	-0.5	0.42	16	-7
> Nc1c(C(=O)N2CCCCC2)sc(=S)n1-c1ccccc1
→ 0	-15[20 µM]	15	16	16	-0.4	0.097	22	-6
> COc1cccc(NC(=O)C2CC(=O)n3cnnc3S2)c1 (centres undefined)
→ -1	-19	-2	-9	-1	-0.8	.	9	-4
> Cc1ccc(SCc2nc3ccccc3n2CC(=O)Nc2ccc(Cl)cc2)cc1
→ 2	-25[20 µM]	-5	-9	-5	-1.3	-0.015	6	1
> O=C1NC2(CCc3ccccc3C2)C(=O)N1CCOc1cccc(Cl)c1 (centres undefined)
→ 4	-17	21	-9	3	1.1	-0.63	28	-1
> c1ccc(CSc2nnc(-c3cccs3)o2)cc1
→ 5	-32	-3	18	0	0.0	-1.1	13	-2
> C/C(=N/NC(=O)CN1CCN(S(=O)(=O)c2ccc(C)cc2)CC1)c1cccc(O)c1
→ -2	-17	3	1	-3	-0.1	-0.17	9	2
> O=S(=O)(NCc1ccco1)c1ccc(S(=O)(=O)N2CCCC2)cc1
→ 1	-19	0	4	-1	0.5	1.5	12	1
> COc1ccc(N2CCN(C(=O)NC3CCCCC3)CC2)cc1
→ 2	-19[20 µM]	7	-9	4	-0.3	-0.64	11	-2
> CN(C)c1ccc(/C=N/Nc2ccc(-n3ccnc3)nn2)cc1
→ 1	6[20 µM]	2	3	-1	-0.8	-0.098	15	7
> Cc1cc(C(=O)Nc2ccccc2)c(C)o1
→ -2	-19[20 µM]	0	-11	-8	0.1	-0.3	17	2
> COc1ccc(C(=O)/C=C/C(=O)N(CC(=O)NC2CCCCC2)Cc2ccccc2OC)c(O)c1
→ 2	10	-3	-4	-1	-0.3	-0.9	2	3
> O=C(Nc1ccccc1N1CCOCC1)c1ccc(Cl)nc1
→ 2	-10	-1	0	0	1.3	1	2	6
> CCOC(=O)c1c(O)c2cc(Cl)ccc2n(CC)c1=O
→ 3	-7	32	27	34	1.9	-1.8	50*	-6
> Cc1cc(OCCCCN2C(=O)NC(C)(C)C2=O)ccc1[N+](=O)[O-]
→ 2	-28	-7	-27	-2	0.4	-0.068	-9	3
> CCOc1cc(C)nc(NCc2ccccc2)n1
→ -1	-25[20 µM]	1	-23	3	0.1	.	17	-1
> COc1ccccc1N1CCN(CC(=O)Nc2cc(F)ccc2C)CC1
→ 0	4[20 µM]	-4	-18	5	-0.4	-0.79	10	-6
> O=C(O)c1[nH]c2ccc(Br)cc2c1CCN1C(=O)c2cccc([N+](=O)[O-])c2C1=O
→ 1	-23	5	1	-4	1.5	-0.04	1	1
> C/C(N)=C(/C#N)C(=O)COC(=O)CSc1ccc2ccccc2c1
→ -1	-11[20 µM]	3	-18	10	1.5	-0.081	-1	-1
> CCOC(=O)C1=C(C)NC(=S)NC1c1ccco1 (centres undefined)
→ 1	-10	1	-3	1	1.1	0.59	10	5
> CC/C(=N\NC(=O)Nc1ccccc1)c1ccccc1
→ 0	-9	0	1	-3	0.6	0.16	6	4
> Cc1cc(C)c(C)c(S(=O)(=O)N2CCN(C)CC2)c1C
→ 2	-2	4	0	.	0.8	0.0062	6	2
> CCOC(=O)CSc1nc2ccsc2c(=O)[nH]1
→ 6	-24	0	.	-6	-0.6	0.3	8	-2
> O=C1c2ccccc2C(Nc2ccc(S(=O)(=O)N3CCCCC3)cc2)N1c1ccccn1 (centres undefined)
→ -3	-16	.	.	.	0.7	-0.66	.	1
> COc1ccc(NC(=O)C2CCN(C(=O)c3cccs3)CC2)cc1OC
→ -2	-18[20 µM]	-27	6	-3	0.7	0.68	5	2
> CCOc1cc(NC(=S)NC)c(OCC)cc1NC(=O)c1ccco1
→ 0	-17	9	-3	2	-0.2	2.2	13	-1
> COCCNC(=O)CCCn1c(=O)c2cc(OC)c(OC)cc2n(CC(=O)c2ccc(Cl)cc2)c1=O
→ 0	-14	-7	-13	-1	0.5	-0.41	4	-5
> Cn1ncc2c(NNC(=O)Cc3ccccc3)ncnc21
→ 0	-25	6	-3	2	1.1	0.45	1	7
> COc1ccc(OCC(=O)N/N=C(\C)CC(=O)Nc2ccc(OC)cc2[N+](=O)[O-])cc1
→ 2	1	-1	-1	-6	0.1	-0.88	9	-2
> COc1cc(C2C(C#N)=C(N)Oc3c2oc(CO)cc3=O)ccc1OC(C)C (centres undefined)
→ 0	1	-8	-34	-5	2.4	.	5	5
> CCCNC(=O)/C(=C/c1cn(S(=O)(=O)N(C)C)c2ccccc12)NC(=O)c1ccc(OC)cc1
→ 2	-35	-1	.	-3	0.3	-0.57	13	3
> COc1ccc(N(C(=O)c2cc3ccccc3oc2=O)C2C=CS(=O)(=O)C2)cc1 (centres undefined)
→ 0	-18	-4	-11	2	1.6	-0.11	6	3

Four entries already listed, ordered by formula weight, largest number first.
Values in the order – Wee1 degr inh	Furin inhibitor	FXIa inh	hK5 inh	thrombin 1536	PERK inh	KCC2 mod	FXIIa inh 1536	p97 inhibitor
> COCCNC(=O)CCCn1c(=O)c2cc(OC)c(OC)cc2n(CC(=O)c2ccc(Cl)cc2)c1=O
→ 0	-14	-7	-13	-1	0.5	-0.41	4	-5
> COc1ccc(OCC(=O)N/N=C(\C)CC(=O)Nc2ccc(OC)cc2[N+](=O)[O-])cc1
→ 2	1	-1	-1	-6	0.1	-0.88	9	-2
> COc1ccc(NC(=O)C2CCN(C(=O)c3cccs3)CC2)cc1OC
→ -2	-18[20 µM]	-27	6	-3	0.7	0.68	5	2
> CCOC(=O)CSc1nc2ccsc2c(=O)[nH]1
→ 6	-24	0	.	-6	-0.6	0.3	8	-2

Following part
Values in the order – Wee1 degr inh	Furin inhibitor	FXIa inh	hK5 inh	thrombin 1536	PERK inh	KCC2 mod	FXIIa inh 1536	p97 inhibitor
> O=C(COC(=O)c1cnc(Cl)c(Cl)c1)Nc1ccc(S(=O)(=O)N2CCCC2)cc1
→ 4	-16	-6	-16	-7	1.0	1.7	4	-3
> COc1ccc(-n2c(SCC(=O)Nc3sc4c(c3C#N)CCCC4)nnc2-c2ccccc2OC)cc1
→ 0	-2[20 µM]	8	-10	2	-1.0	-1.5	12	3
> Cc1nc2cc(C(=O)OCC(=O)NC34CC5CC(CC(C5)C3)C4)ccc2n1-c1ccccc1
→ 4	-21	-4	-5	-8	-0.3	0.0027	7	-2
> CC(C)=C1C(=O)NN(c2ccc(F)c(Cl)c2)C1=O
→ 1	-18	-7	1	-5	1.8	-0.0056	6	20*
> COc1cc(C(C)=O)ccc1COc1ccc(C(=O)OCC(=O)NC2CCS(=O)(=O)C2)cc1OC (centres undefined)
→ 0	-21	19	-13	-3	0.0	0.85	20	4
> CCNc1ccc(C(=O)OCC(=O)NCCN2C(=O)CSC2=O)cc1[N+](=O)[O-]
→ -3	-17	1	-9	-5	1.9	-0.84	2	10
> Cc1ccc(C)c(NC(=S)NC(NC(=O)Cc2cccc3ccccc23)C(Cl)(Cl)Cl)c1 (centres undefined)
→ 1	-12[20 µM]	8	0	3	0.2	1.5	18	4
> COc1ccc(C2/C(=C(/O)c3ccc(C)cc3)C(=O)C(=O)N2C)cc1 (centres undefined)
→ 0	-11	4	-31	-2	0.5	.	5	0
> CCS(=O)(=O)NCC(c1ccco1)N1CCN(c2ccc(F)cc2)CC1 (centres undefined)
→ 0	-17	19	-8	0	0.5	1.2	11	1
> Cc1c(-n2cc(C(=O)O)c(=O)c3cc(F)c(N4CCCC(O)C4)c(F)c32)c(=O)n(-c2ccccc2)n1C (centres undefined)
→ -2	-9	-3	-1	15	0.1	0.47	6	-1
> COc1cccc(C2=NOC(C(=O)Nc3cc(OC)c(OC)c(OC)c3)C2)c1 (centres undefined)
→ 0	1	0	-3	-3	-1.3	0.15	13	-3
> Fc1ccccc1Cn1cc(C(=S)N2CCOCC2)c2ccccc21
→ 0	-13	4	4	2	-0.6	-0.31	7	1
> O=C(C1CCCN(Cc2ccccc2)C1)N1CCCCC1 (centres undefined)
→ 4	-26[20 µM]	-5	-2	-8	0.4	.	-12	3
> CN1CCN(C(=O)C2CCN(c3ncc(C(F)(F)F)cc3Cl)CC2)CC1
→ -2	-18	-4	-25	1	0.6	-0.67	-6	-1
> NC(CSCc1cccc(Br)c1)C(=O)O (centres undefined)
→ 0	-16	-6	-4	-7	0.4	.	9	2
